High-throughput results as filed in PubChem.
NTR1 ag – NTR1-driven beta-arrestin-GFP spot formation – imaging, U2OS cells, high content, primary screen (AID 493036) | agonist mode | activation, % at 20 µM | P30989 | 330,000 compounds, 0.17% hits;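 active = activation at or above 40% of the spot to cytoplasm intensity ratio, with at least 20 cells analyzed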;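 note: 0% = DMSO without peptide and 100% = 100 nM NTR1 peptide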
Target sequence (P30989 whole entry, looked up): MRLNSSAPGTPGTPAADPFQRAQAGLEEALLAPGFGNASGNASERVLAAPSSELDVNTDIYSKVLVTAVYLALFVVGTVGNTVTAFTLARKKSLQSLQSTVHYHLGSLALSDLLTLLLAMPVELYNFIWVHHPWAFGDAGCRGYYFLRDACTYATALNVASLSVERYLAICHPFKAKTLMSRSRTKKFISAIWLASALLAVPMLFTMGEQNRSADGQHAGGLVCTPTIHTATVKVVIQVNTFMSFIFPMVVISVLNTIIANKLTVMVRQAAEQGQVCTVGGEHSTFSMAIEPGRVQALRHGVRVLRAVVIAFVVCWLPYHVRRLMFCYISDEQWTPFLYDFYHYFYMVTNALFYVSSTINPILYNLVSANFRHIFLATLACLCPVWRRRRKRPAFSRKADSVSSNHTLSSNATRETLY
West Nile antiviral – inhibition of WNV-induced cytopathic effect – cell-based, CPE readout (AID 1621). CPE inhibition, % at 10 µM; hits with a dose series show IC50 in µM. 290,000 compounds, 0.02% hits. West Nile virus-infected cells, CPE inhibition; higher % means a stronger effect; in the data active = a potency from the dose series; note: strong numbers were not always called active
PhoP inhibition – PhoP-dependent GFP reporter repression – Salmonella Typhimurium, primary screen (AID 1863). inhibition, % at 50 µM, or IC50 in µM where a hit was titrated. S. Typhimurium PhoP-regulated promoter GFP reporter, 4 h; higher % means a stronger effect. 300,000 compounds, 0.16% hits;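 active = inhibition over 29.93%, a cutoff 3 SD above the screen mean, later confirmed by dose response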;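 note: 0% = low Mg2+ inducing control and 100% = high Mg2+ repressing control; strong numbers were not always called active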
KOR beta-arrestin-1 – KOR agonists, beta-arrestin recruitment, primary screen, cell-based, luminescence, uHTS (AID 1777). 280,000 compounds, 0.02% hits. activation, % at 10 µM; hits with a dose series show EC50 in µM. KOR beta-arrestin recruitment, luminescence; higher % means a stronger effect; in the data active = activation above about 50%, passing the limit was not always enough; note: a part of the inactive calls stands beside numbers as strong as those of hits
KOR beta-arrestin-2 – kappa opioid receptor blockers – cell-based, luminescence, uHTS (AID 1778). KOR beta-arrestin recruitment, luminescence, antagonist mode; higher % means a stronger effect. inhibition, % at 10 µM, or IC50 in µM where a hit was titrated. 290,000 compounds, 0.091% hits; in the data active = inhibition above about 50%; note: strong numbers were not always called active
GPR55 beta-arrestin – GPR55 agonists via beta-arrestin recruitment, primary screen, imaging, U2OS cells, beta-arrestin-GFP redistribution (AID 1961); U2OS GPR55 beta-arrestin-GFP redistribution imaging; higher % means a stronger effect; activation, % at 10 µM; hits with a dose series show EC50 in µM; 290,000 compounds, 0.048% hits;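 active = activation above 40% with more than 50 cells counted in the well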;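 note: U2OS osteosarcoma cells stably expressing GPR55 and beta-arrestin-GFP; plate controls were DMSO negative control for no effect and LPI positive control for full effect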
T cell HTS – T cell immune modulators affecting CD8 T cell-vesicle binding; 2C CD8+ T cell-vesicle binding, flow cytometry; stronger effect = lower value; calls only at 7 µM; 330,000 compounds, 0.068% hits; AID 2052;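 active = response, share of CD8 T cells binding vesicles, and their 90th percentile fluorescence all below set limits, cut at about 80% in these data, passing the limit was not always enough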
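Material: 2C TCR transgenic mouse naive CD8+ T cells, MACS-purified. Also added: QL9-charged Drosophila Ld/ICAM-1/B7-1 vesicles. Timing: binding 1.5 h at 37 °C. Measured by: high-throughput flow cytometry with anti-B7-1 and anti-CD8 staining. Read-out: percent CD8+ FL2 mean versus row control. Controls: Unloaded micro-vesicles (low), QL9 vesicles with 0.7% DMSO (high).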
GPR55 LPI antagonism – GPR55 antagonists blocking LPI-driven arrestin recruitment, primary screen, imaging, U2OS, beta-arrestin-GFP, LPI agonist (AID 2013). U2OS GPR55 beta-arrestin-GFP translocation imaging, LPI antagonism; higher % means a stronger effect. inhibition, % at 10 µM, or IC50 in µM where a hit was titrated. 290,000 compounds, 0.13% hits;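 active = spots per cell inhibited over 60%, with over 100 cells counted and total cytoplasm intensity under 500,000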;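 note: U2OS cells stably carrying GPR55 and arrestin-GFP stimulated by 5 µM LPI near EC80; imaged beta-arrestin-GFP aggregate spots per cell after agonist stimulation; plate controls were LPI-stimulated DMSO wells for no effect and DMSO wells without LPI for full effect; some results filed as inactive read as strong as hits; confirmed hits need IC50 under 10 µM and bright autofluorescent wells are also inconclusive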
GPR35 antagonists – inhibition of zaprinast-stimulated GPR35 beta-arrestin translocation – imaging, U2OS, beta-arrestin-GFP, zaprinast agonist, primary screen (AID 2058); U2OS GPR35 beta-arrestin-GFP translocation imaging, zaprinast antagonism; higher % means a stronger effect; inhibition, % at 10 µM; hits with a dose series show IC50 in µM; 290,000 compounds, 0.052% hits;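 active = inhibition of at least 50% with at least 30 cells and total cytoplasm GFP at most 10,000,000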
T cell HTS vesicle-bound % – further read-out of T cell HTS, marked with its call; double positive events, %; measured here: CD8+ vesicle-bound cell fraction;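 binding gate set so that unloaded-vesicle control wells show 10% double positive cells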
NTR1 ag cell count 20 µM – second read-out of NTR1 ag, no call of its own (marks repeat the call); cell count; measured here: cell count, cytotoxicity flag
An asterisk follows results filed as active; i = inactive; nt = not tested or not shown; [ ] = remark or other dose.

SMILES	NTR1 ag	NTR1 ag cell count 20 µM	West Nile antiviral	PhoP inhibition	KOR beta-arrestin-1	KOR beta-arrestin-2	GPR55 beta-arrestin	T cell HTS	T cell HTS vesicle-bound %	GPR55 LPI antagonism	GPR35 antagonists
COc1cccc(-c2nc(CS(=O)(=O)CC(=O)Nc3cc(OC)ccc3OC)c(C)o2)c1	0.8	66	1.9%	-4%	-5.9%	24%	-0.1%	i	9	-4%	-16%
CCSc1nnc(Nc2ccccc2)s1	0.1	44	0.4%	9%	3.2%	8%	-0.2%	i	25	-6%	9%
O=C(NCc1nc(-c2ccccc2)no1)c1ccc(Br)o1	0.8	45	-0.8%	17%	1.4%	-3%	-0.1%	i	21	4%	7%
O=c1c2c3c(sc2ncn1/N=C/c1ccco1)CCCC3	4.1	51	0.1%	17%	-4.7%	36%	-0.1%	i	26	-17%	-8%
O=C(c1cccc(C(=O)N2CCN(c3ccccc3)CC2)c1)N1CCN(c2ccccc2)CC1	0.7	62	0.0%	-3%	-3.2%	5%	0.2%	i	28	1%	9%
O=C(NCc1ccco1)/C(=C/c1ccc(F)cc1)NC(=O)c1ccccc1	1.0	49	-0.3%	-1%	-3.9%	-25%	0.3%	i	19	75%	6%
O=C(NNC1=NS(=O)(=O)c2ccccc21)c1ccc(Cl)cc1	2.4	38	0.0%	2%	-6.2%	-24%	-0.5%	i	55	-8%	2%
COc1ccc(C(=O)NCCn2ccc3ccccc32)cc1OC	1.5	83	0.1%	0%	-2.8%	16%	0.2%	i	27	-22%	0%
C(=C\CSc1nnnn1-c1ccccc1)/CSc1nnnn1-c1ccccc1	0.2	91	-0.2%	4%	-0.3%	31%	-0.1%	i	34	22%	4%
Cc1sc2nc[nH]c(=S)c2c1-c1ccccc1	3.8	57	-0.4%	8%	-6.0%	-8%	-0.2%	i	53	5%	-5%
COc1ccccc1N1CCN(C(c2ccc(Cl)cc2)c2nnnn2C(C)(C)C)CC1 (centres undefined)	1.3	64	0.4%	-4%	3.2%	11%	-0.1%	i	20	7%	-3%
O=C(Nc1cccc(C(=O)Nc2cccc(C(F)(F)F)c2)c1)c1ccc(=O)[nH]c1	5.4	60	0.5%	-2%	-3.7%	-28%	-0.2%	i	34	14%	-16%
CCOC(=O)N/N=C/C(Cl)=C/c1ccccc1	1.4	48	0.1%	1%	-3.5%	13%	0.2%	i	60	4%	10%
CN1C(=S)SC(/[N+]([O-])=C\c2ccc(Cl)cc2)C1(C)C (centres undefined)	0.2	48	-0.1%	1%	5.4%	10%	-0.1%	i	28	4%	2%
Cc1oc2c(c(C)cc3oc(=O)c(CC(=O)NCCC(=O)O)c(C)c32)c1C	4.0	74	1.9%	0%	-5.2%	-4%	0.0%	i	21	11%	11%
Cc1cccc(CSc2ccc3nnc(-c4cccs4)n3n2)c1	2.3	83	-0.7%	-2%	-1.2%	14%	-0.1%	i	60	12%	-15%
Cc1cccc(C)c1-n1nnnc1C1(Nc2ccccc2)CCCCC1	2.1	53	nt	-5%	-7.4%	25%	-0.1%	i	61	10%	-13%
CCc1nn(C(C)C(=O)NCc2cccc(Cl)c2)c(=O)c2cc3occc3n12 (centres undefined)	4.9	56	3.4%	-11%	2.4%	-21%	-0.1%	i	17	-5%	13%
Cc1ccc(C)c(N(CC(=O)NC2CCCC2)C(=O)CCC(=O)Nc2cc(C)on2)c1	-1.2	54	0.1%	1%	1.7%	31%	-0.1%	i	35	13%	-10%
COc1ccc(/C=C/C(=O)OCc2cc(=O)n3c(n2)sc2ccccc23)cc1	3.2	41	-0.2%	4%	7.0%	-14%	-0.2%	i	4	4%	6%
COc1ccc(CNC(=O)C2CCCN(C(=O)Nc3ccccc3OC)C2)cc1 (centres undefined)	-0.9	52	-0.8%	-1%	-4.5%	10%	0.2%	i	45	5%	-2%
COC(CNC(=O)c1ccc2c(c1)ncn2-c1cc(C)cc(C)c1)OC	0.2	54	-0.6%	2%	-3.2%	6%	0.0%	i	52	3%	-6%
COc1nc(NCCO)nc(Nc2ccc([N+](=O)[O-])cc2)n1	0.2	48	-0.5%	-1%	-7.8%	-52%	-0.2%	i	48	-1%	-3%
CC(C)COC(=O)C(C#N)c1nc2ccccc2nc1N1CCN(Cc2ccccc2)CC1 (centres undefined)	3.1	67	-0.3%	-7%	4.7%	-5%	-0.1%	i	48	3%	6%
Nc1nnc(SCC(=O)NC2CCCCC2)n1-c1ccccc1	1.5	86	1.2%	3%	-4.4%	-16%	-0.2%	i	58	2%	8%
CCCCOc1ccc(C(=O)N2CCNC(=O)C2CC(=O)OC(C)C)cc1 (centres undefined)	0.3	57	-0.8%	-9%	0.5%	-41%[20 µM]	0.3%	i	34	-4%	2%
O=C(CN1C(=O)c2cccc3cccc1c23)Nc1ccc(S(=O)(=O)N2CCOCC2)cc1	-0.5	48	-0.4%	-8%	-0.8%	-23%	0.2%	i	57	7%	8%
O=C(CNC(=O)COc1ccccc1)NCCc1ccccn1	-1.4	55	0.1%	1%	-3.0%	3%	0.1%	i	nt	0%	-4%
CSCCC(NS(=O)(=O)c1ccc(Cl)cc1)C(=O)OCC(=O)N1CCOCC1 (centres undefined)	1.0	84	0.7%	-4%	nt	nt	nt	i	16	nt	nt
CN(C)CCCN(C(=O)c1sc2ccccc2c1Cl)c1nc2ccc(F)cc2s1	-0.8	65	0.4%	-7%	1.6%	-20%	-0.2%	i	16	21%	2%
COc1ccc(OC)c(S(=O)(=O)N2CCC(C(=O)NC3CCCCCC3)CC2)c1	-0.2	46	-0.8%	1%	4.9%	-16%	-0.1%	i	25	-4%	2%
O=C(Nn1c(C2CCCCC2)nc2ccccc2c1=O)c1ccc(Cl)c([N+](=O)[O-])c1	6.1	83	-1.3%	8%	9.9%	-28%	-0.3%	i	33	8%	4%
COc1cc(/C=C/C(=O)c2ccc(Cl)s2)cc(OC)c1O	16	80	1.8%	-10%	-14%	10%	1.7%	i	16	7%	3%
O=c1[nH]c2cc3c(cc2cc1C(c1nnnn1Cc1ccccc1)N1CCN2CCCC2C1)OCCO3 (centres undefined)	0.3	58	-0.6%	-18%	-1.8%	-6%	-0.2%	i	20	-12%	-4%
COc1cccc(NC(=S)N2CCc3cc(OC)c(OC)cc3C2COc2ccc3c(C)cc(=O)oc3c2)c1 (centres undefined)	1.9	50	-0.5%	16%	-2.2%	32%	0.2%	i	43	-2%	21%
Cc1cc2nc[nH]c2cc1[N+](=O)[O-]	-1.5	92	-0.1%	-5%	-2.8%	-8%	2.5%	i	43	-3%	-3%
Cc1ccc(Nc2nc3ccccc3s2)cc1	0.8	61	-1.9%	22%	7.0%	8%	0.4%	i	27	6%	-5%
CCOC(=O)C1(CCCc2ccccc2)CCN(CCCn2cccn2)CC1	-0.6	102	-1.4%	-10%	0.4%	-5%	-0.3%	i	57	12%	-23%
Cc1ccccc1C(=O)NNC(=S)NC(=O)c1ccccc1	3.5	47	1.3%	19%	2.7%	-39%	-0.1%	i	49	8%	-1%
COc1ccccc1NC(=S)N(Cc1ccc(Cl)cc1)CC1CCC(C(=O)O)CC1 (centres undefined)	-0.1	58	0.5%	3%	5.6%	-5%	0.1%	i	59	2%	2%
CC(=O)N1CCc2cc(S(=O)(=O)NCCC(=O)NC3CCCc4ccccc43)ccc21 (centres undefined)	2.0	50	nt	1%	-3.1%	0%	-0.1%	i	38	-2%	2%
CCN1CCCC1CNC(=O)Cn1cc2c(n1)CCC(C)C2 (centres undefined)	6.4	65	0.2%	8%	-2.6%	4%	0.2%	i	64	4%	-10%
Cc1ccc(N2C(=O)/C(=C/c3ccco3)SC2=S)cc1	4.2	77	0.2%	6%	0.8%	40%	0.1%	i	55	3%	-12%
O=S(=O)(NCCc1ccccc1)c1cnc(Cl)c(Br)c1	7.4	65	-0.6%	nt	-0.9%	9%	0.0%	nt	nt	-5%	-17%
COc1cccc(NC(=O)COc2cc(O)c3c(c2)OC(C)(C)CC3=O)c1	-0.5	113	0.1%	-2%	-4.7%	-54%[20 µM]	-0.1%	i	60	17%	-12%
O=C(COc1ncnc2cc([N+](=O)[O-])ccc12)NC1CCCCC1	0.0	55	0.0%	-8%	2.6%	3%	-0.1%	i	55	11%	5%
CCOc1ccc(C(=O)Nc2ccccc2N2CCCC2)cc1	0.1	67	-0.2%	-6%	4.9%	10%	0.0%	i	44	6%	-4%
CCCN(/C=N/c1sc2c(c1C#N)CCCCC2)CCC	12	89	0.3%	-5%	-0.1%	4%	-0.1%	i	49	3%	5%
CN1CCN(C(=O)c2ccc(CSc3ccc(Cl)cc3)cc2)CC1	-0.1	46	-2.0%	9%	2.2%	-8%	-0.1%	i	14	-4%	-7%
O=C(c1ccc(S(=O)(=O)N2CCOCC2)cc1)N1CCN(c2cccc(Cl)c2)CC1	0.8	57	-0.4%	6%	3.1%	-25%	0.2%	i	34	3%	15%

2 of these compounds, reformatted.
Value order: NTR1 ag	NTR1 ag cell count 20 µM	West Nile antiviral	PhoP inhibition	KOR beta-arrestin-1	KOR beta-arrestin-2	GPR55 beta-arrestin	T cell HTS	T cell HTS vesicle-bound %	GPR55 LPI antagonism	GPR35 antagonists
- O=S(=O)(NCCc1ccccc1)c1cnc(Cl)c(Br)c1
 : 7.4	65	-0.6%	nt	-0.9%	9%	0.0%	nt	nt	-5%	-17%
- CN1CCN(C(=O)c2ccc(CSc3ccc(Cl)cc3)cc2)CC1
 : -0.1	46	-2.0%	9%	2.2%	-8%	-0.1%	i	14	-4%	-7%

Following part:
SMILES	NTR1 ag	NTR1 ag cell count 20 µM	West Nile antiviral	PhoP inhibition	KOR beta-arrestin-1	KOR beta-arrestin-2	GPR55 beta-arrestin	T cell HTS	T cell HTS vesicle-bound %	GPR55 LPI antagonism	GPR35 antagonists
COc1ccc(CN2CC(C(=O)NCCc3ccc(C)cc3)CC2=O)cc1 (centres undefined)	-0.8	70	-0.1%	4%	-3.1%	2%	-0.2%	i	27	2%	0%
S=c1[nH]nc(Cc2ccccc2)n1-c1ccccc1	9.9	91	0.2%	-2%	-4.9%	36%	0.2%	i	34	4%	-9%
COCCn1c(C)cc2c(c1=O)C(c1ccccc1F)C(C#N)=C(N)O2 (centres undefined)	-1.1	79	0.1%	-8%	2.3%	12%	-2.3%	i	22	26%	15%
Cc1c([N+](=O)[O-])cc(C(=O)Oc2ccc(Br)cc2C(=S)N2CCCCC2)cc1[N+](=O)[O-]	-0.6	112	-0.3%	6%	-5.0%	-11%	-0.1%	i	32	16%	-6%
